FLuc modulator = inhibits or activates purified firefly luciferase, miR-21 counter-screen; P08659; purified FLuc, Km substrates, luminescence inhibition; Potency, µM (doses to about 57.5 µM), inactives show at the top dose activity change, negative = inhibition, most hits filed as inhibitors; 360,000 tested, 6.9% active; AID 588342; active means well fitted inhibition curve with a large enough effect; inconclusive means small, poorly fitted or top-dose-only effect;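 further: plate controls were vehicle for no effect and reference inhibitor for full effect; nearly all actives have a fitted effect of over 55% in size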
Target sequence (P08659 whole entry, looked up): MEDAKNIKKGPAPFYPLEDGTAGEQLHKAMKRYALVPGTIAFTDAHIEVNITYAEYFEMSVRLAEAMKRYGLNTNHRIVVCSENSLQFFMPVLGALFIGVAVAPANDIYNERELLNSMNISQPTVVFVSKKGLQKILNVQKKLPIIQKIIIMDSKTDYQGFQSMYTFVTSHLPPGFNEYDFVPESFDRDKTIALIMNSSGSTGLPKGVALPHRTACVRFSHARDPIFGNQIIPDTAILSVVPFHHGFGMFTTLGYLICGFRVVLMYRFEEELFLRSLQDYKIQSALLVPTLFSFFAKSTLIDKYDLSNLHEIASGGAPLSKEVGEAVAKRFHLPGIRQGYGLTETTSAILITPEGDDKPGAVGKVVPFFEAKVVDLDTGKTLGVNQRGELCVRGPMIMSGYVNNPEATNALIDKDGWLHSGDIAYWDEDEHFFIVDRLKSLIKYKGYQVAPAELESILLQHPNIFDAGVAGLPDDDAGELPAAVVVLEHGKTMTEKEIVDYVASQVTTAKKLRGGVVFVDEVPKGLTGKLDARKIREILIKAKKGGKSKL
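Purified P. pyralis luciferase, 10 nM final, with Km-level 10 uM D-luciferin and 10 uM ATP in 50 mM Tris acetate pH 7.5, 10 mM Mg acetate, 0.01% Tween-20, 0.05% BSA; 6-point qHTS titration about 60 µM downward; luminescence read.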
* marks the source's active call; other numbers are inactive results. Potency means the concentration at half of the fitted maximal effect. Some of the compounds tested (hit frequency here may not be typical).

CCOc1cccc(C2c3[nH]c4ccccc4c3CCN2C(=O)CSCc2ccc(F)cc2)c1 (stereo not drawn) was read as FLuc modulator -3%.
CC(=O)c1cccc(NC(=O)CSc2nc3c(c(=O)[nH]2)CCC3)c1 was read as FLuc modulator -13%.
For CSc1ncc(Cl)c(C(=O)Nc2c(C(=O)Nc3cccc(Cl)c3)oc3ccccc23)n1 the results were FLuc modulator -5%.
`CCOc1ccc(-c2c(C)nn3c(C)c(C(=O)NCC(C)c4ccccc4)cnc23)cc1OCC` (stereo not drawn) gave FLuc modulator -9%.
`Cc1cc2c(cc1S(=O)(=O)Nc1cccc(Cl)c1C)n(C)c(=O)c(=O)n2C` gave FLuc modulator -3%.
COc1cccc2cc(-c3nc4ccc(C)cc4[nH]3)c(=O)oc12 was read as FLuc modulator 0.54µM*.
Screening Cc1ccc(OCC(=O)Nc2nc(-c3ccc(Br)cc3)ns2)cc1C returned FLuc modulator -6%.
For Cn1c(C(=O)NCCc2ccccc2)cc2sc(Cl)cc21 the results were FLuc modulator 1.2µM*.
For CCc1ccccc1NC(=O)CCCN1C(=O)CCn2nc(-c3cn(C)c4ccccc34)cc21 the results were FLuc modulator 0%.
O=C(CCn1c(=O)c2cccn2c2cccnc21)N1CCN(c2ccc(F)cc2)CC1 was read as FLuc modulator 6%.
For Cc1cn(C)c(CC(=O)N2CCN(c3cccc(C(F)(F)F)c3)CC2)c1C(=O)O the results were FLuc modulator -17%.
For CC1=C(C(=O)Nc2ccc(C)cc2C)C(c2ccccc2)n2ncc(C(=O)Nc3ccccc3)c2N1 (stereo not drawn) the results were FLuc modulator -9%.
`COc1cccc(OC(=O)CSc2nnc(-c3ccccc3OC)o2)c1` gave FLuc modulator -5%.
Screening O=C(CSc1nc(-c2cccc(Cl)c2)nc2cc(=O)[nH]n12)Nc1ccccc1 returned FLuc modulator inconclusive.
For Cc1nc2ccccn2c(=O)c1NC(=O)c1ccccc1Cl the results were FLuc modulator 7%.
For Cc1ccc(NS(=O)(=O)c2cc(-c3cc(C)no3)ccc2C)c(Cl)c1 the results were FLuc modulator inconclusive.
COc1ccc(-c2cn3nc(N4CCC(C(=O)Nc5cc(Cl)ccc5C)CC4)sc3n2)cc1 was read as FLuc modulator -15%.
COc1ccc(C(=O)Nc2ccccc2-c2nc3ccccc3s2)c(OC)c1 was read as FLuc modulator -8%.
For Cc1ccc(Cn2c(C)c(CNCCCc3ccccc3)c(C(=O)O)c2C)cc1 the results were FLuc modulator -1%.
Screening CCc1ccc(OCC(=O)Nc2cc(-c3ccc(C)cc3)no2)cc1 returned FLuc modulator -1%.

Reprinted from the part before: 2 compounds, then new ones.
For Cc1ccc(Cn2c(C)c(CNCCCc3ccccc3)c(C(=O)O)c2C)cc1 the results were FLuc modulator -1%.
Screening CCc1ccc(OCC(=O)Nc2cc(-c3ccc(C)cc3)no2)cc1 returned FLuc modulator -1%.
Screening CCc1cccc(NC(c2ccccc2)c2nnc(-c3ccccc3F)o2)c1 (stereo not drawn) returned FLuc modulator inconclusive.
`CN(C1CCCCC1)S(=O)(=O)c1ccc2c(c1)c(=O)c(C(=O)N1CCN(c3ccc(F)cc3)CC1)cn2C` gave FLuc modulator -13%.
`Cc1ccc2nc(-c3cccc(NC(=O)c4cccc5c(Cl)cccc45)c3)oc2c1` gave FLuc modulator 2.4µM*.
`CCOC(=O)c1ccccc1NC(=O)N1CCc2c(sc(C)c2CC)C1c1ccccc1` (stereo not drawn) gave FLuc modulator 1%.
Screening CSc1ccc(-c2nc3cccc(C)n3c2Nc2ccc3c(c2)OCO3)cc1 returned FLuc modulator -5%.
`Cc1cccc(C)c1NC(=O)C(NS(=O)(=O)c1ccc2c(c1)CCC(=O)N2)c1ccccc1` (stereo not drawn) gave FLuc modulator 6%.
`Cc1ccc2oc(C(=O)Nc3ccc(S(=O)(=O)N4CCCCC4C)cc3)cc(=O)c2c1` (stereo not drawn) gave FLuc modulator -1%.
Screening NC(=O)c1ccccc1NC(=O)Cn1nc(Cc2cccnc2)c2ccccc2c1=O returned FLuc modulator -11%.
`CCCNC(=O)c1cnc2c(-c3ccc(OCC)c(OCC)c3)c(C)nn2c1-c1ccccc1` gave FLuc modulator -2%.
CCC(Sc1nnc(C)n2c1cc1sccc12)C(=O)Nc1ccccc1F (stereo not drawn) was read as FLuc modulator -1%.
Screening CCOc1ccc(CCNC(=O)c2cccc(Nc3nc4ccccc4nc3-n3nc(C)cc3C)c2)cc1OCC returned FLuc modulator 0%.
`Cc1cc(C)c(S(=O)(=O)Nc2ccc(-c3ccc(N4CCCCC4)nn3)cc2)c(C)c1` gave FLuc modulator 13µM*.
For Cc1ccccc1NC(=O)c1ccc2nc(Cc3ccccc3)oc2c1 the results were FLuc modulator 4%.
`COc1ccc(NC(=O)Nc2nnc(SCC(=O)Nc3cccc(C)c3C)s2)cc1` gave FLuc modulator 0.6µM*.
For Cc1cccc(NC(=O)CSc2nc(-c3cccs3)cc(C(F)(F)F)c2C#N)c1C the results were FLuc modulator 1%.
COc1ccc(S(=O)(=O)Nc2cc3c(C(=O)OC(C)C)c(C)oc3c3ccccc23)cc1 was read as FLuc modulator inconclusive.
`CCSc1ncc(Cl)c(C(=O)Nc2ccc(S(=O)(=O)N3CCCCC3CC)cc2)n1` (stereo not drawn) gave FLuc modulator -1%.
O=C(CCC1N=C2c3ccccc3N=C(SCc3ccc(F)cc3)N2C1=O)NC1CCCCC1 (stereo not drawn) was read as FLuc modulator 2%.
Screening Cc1c(CNC2CCC(C)CC2)c(C(=O)O)c(C)n1Cc1ccc(Cl)cc1 (stereo not drawn) returned FLuc modulator -2%.
COc1cc(CN(C(=O)c2ccccc2F)C2CCS(=O)(=O)C2)cc(OC)c1OC (stereo not drawn) was read as FLuc modulator -2%.

Four compounds already listed, arranged by formula weight, rising.
Screening CCc1cccc(NC(c2ccccc2)c2nnc(-c3ccccc3F)o2)c1 (stereo not drawn) returned FLuc modulator inconclusive.
`Cc1ccc2nc(-c3cccc(NC(=O)c4cccc5c(Cl)cccc45)c3)oc2c1` gave FLuc modulator 2.4µM*.
`CCCNC(=O)c1cnc2c(-c3ccc(OCC)c(OCC)c3)c(C)nn2c1-c1ccccc1` gave FLuc modulator -2%.
`CN(C1CCCCC1)S(=O)(=O)c1ccc2c(c1)c(=O)c(C(=O)N1CCN(c3ccc(F)cc3)CC1)cn2C` gave FLuc modulator -13%.

Remaining list, next part
Screening Cc1c(-c2cccc(NC(=O)Nc3ccccc3)c2)nc2ncccn12 returned FLuc modulator 19µM*.
`CCc1ccccc1NC(=O)CSc1nnc(CC)c(CC)n1` gave FLuc modulator 5%.
`CCCCN(CC)C(=O)CSc1nc2n[nH]c(C)c2c(=N)n1-c1cccc(OC)c1` gave FLuc modulator -3%.
CC(C)COc1ccc(C(=O)Nc2cc3nn(-c4ccccc4)nc3cc2Cl)cc1 was read as FLuc modulator -2%.
For COc1cccc(CSc2nc3cc(C(=O)NC4CCCC4)ccc3c(=O)n2Cc2ccccc2)c1 the results were FLuc modulator -1%.
Screening Cc1ccc(-c2cc(C(F)(F)F)n3nc(C(=O)Nc4ccc(Cl)cc4Cl)cc3n2)cc1 returned FLuc modulator -6%.
`COc1ccc2c(c1)CC(NC(=O)Nc1c(C)cc(C)cc1C)CO2` (stereo not drawn) gave FLuc modulator 4%.
For CCOC(=O)c1c(C)oc2nc(C)nc(N3CCN(c4cccc(C(F)(F)F)c4)CC3)c12 the results were FLuc modulator 5%.
`O=C(Nc1c(C(=O)N2CCN(c3ccc(F)cc3)CC2)oc2ccccc12)c1ccco1` gave FLuc modulator -8%.
For COc1ccc(CNC(=O)c2cc3sccc3n2C)cc1 the results were FLuc modulator -16%.
Cc1ccccc1NC(=O)c1ccc(Cl)c(S(=O)(=O)N2CCCCCC2)c1 was read as FLuc modulator inconclusive.
Cc1ccn2c(Nc3ccccc3C)c(-c3ccc(N4CCOCC4)cc3)nc2c1 was read as FLuc modulator -1%.
For O=S(=O)(c1cccc(F)c1)N1CCC(Oc2ccc(-n3cnnn3)cc2)CC1 the results were FLuc modulator 5%.
For COc1ccc(OC)c(-n2cnc3cc(C(=O)NCCc4ccccc4)ccc32)c1 the results were FLuc modulator -14%.
`CCc1ccc(NS(=O)(=O)c2ccc3[nH]cc(C(=O)NCCCOC(C)C)c(=O)c3c2)cc1` gave FLuc modulator -9%.
Screening Cc1cccc(Cn2c(SCc3ccc(C(=O)NCc4ccccc4F)cc3)nc3ccncc32)c1 returned FLuc modulator 0%.
`COc1ccccc1OCCCn1c(C2CC(=O)N(c3ccc(F)cc3)C2)nc2ccccc21` (stereo not drawn) gave FLuc modulator -20%.
COc1cccc(NC(=O)c2oc3ccc(S(=O)(=O)N4CCCCCC4)cc3c2C)c1 was read as FLuc modulator 4%.
COC(=O)c1c(-c2cccs2)csc1NC(=O)c1cc(OC)c(OC)c(OC)c1 was read as FLuc modulator inconclusive.
For Cc1ccc(CSc2ncc(Cl)c(C(=O)Nc3sc4c(c3C(N)=O)CCCC4)n2)cc1 the results were FLuc modulator -1%.
For CNC(=O)Cn1c(=O)c2cccn2c2ccc(F)cc21 the results were FLuc modulator 1%.
`CC1CCN(c2ccc(-c3cccc(NS(=O)(=O)c4ccc(Cl)s4)c3)nn2)CC1` gave FLuc modulator 0.85µM*.
For CCN(CCCNC(=O)Cn1ncc2c([nH]c3ccccc32)c1=O)c1cccc(C)c1 the results were FLuc modulator -2%.
`Cc1ccc(-n2nc(C(=O)N(C)c3ccc(C)c(C)c3)c3c4ccccc4n(C)c3c2=O)cc1` gave FLuc modulator -8%.
COc1ccc(C(C)C)cc1S(=O)(=O)NCCc1c(C)[nH]c2ccc(C)cc12 was read as FLuc modulator 2%.
`CCc1cccc(C)c1NC(=O)CCS(=O)(=O)c1ccc2c(c1)oc(=O)n2C` gave FLuc modulator -7%.
Screening CCNc1nc(NC(C)(C)C)nc(Oc2ccc(=O)n(C)n2)n1 returned FLuc modulator -3%.
`Cc1ccc2ncc(C(=O)c3ccc(C)c(C)c3)c(S(=O)(=O)c3ccc(F)cc3)c2c1` gave FLuc modulator -7%.
Screening CCN(CC)c1ccc(CN(C(=O)c2cc(=O)c3ccccc3o2)C2CCS(=O)(=O)C2)cc1 (stereo not drawn) returned FLuc modulator 0%.
Cc1cc2n(n1)CCCN2C(=O)Nc1ccccc1C(F)(F)F was read as FLuc modulator 0%.
`O=C(NCc1ccccc1Cl)c1ccccc1NC(=O)c1nsc2ccccc12` gave FLuc modulator 17µM*.
For CCOC(=O)C1CCCN(c2nc3c(S(=O)(=O)c4ccc(Br)cc4)nnn3c3ccsc23)C1 (stereo not drawn) the results were FLuc modulator 1%.
`Cc1ccc(Cn2c(=O)n(CCc3ccccc3)c(=O)c3c(C)c(C)sc32)cc1` gave FLuc modulator -7%.
`CCCOC(=O)C(C)n1nnc2sc(-c3ccccc3)cc2c1=O` (stereo not drawn) gave FLuc modulator inconclusive.
CCOCCCNC(=O)c1ccc2nc(CCc3ccccc3)oc2c1 was read as FLuc modulator -12%.
For Cc1nc(-c2cccc(S(=O)(=O)N3CCC(C(=O)NCc4ccccc4Cl)CC3)c2)no1 the results were FLuc modulator -9%.
For CCN(C(=O)CCS(=O)(=O)c1cc2[nH]c(=O)c(=O)[nH]c2cc1C)c1ccccc1 the results were FLuc modulator -7%.
`CCOC(=O)c1ccc(NC(=O)Cn2c3ncccc3c(=O)n2-c2ccc(C)c(C)c2)cc1` gave FLuc modulator -8%.
For CCOc1ccccc1C(=O)N1CCCCC1CCN1CCOCC1 (stereo not drawn) the results were FLuc modulator 0%.
CCc1ccc(N(CC)C(=O)c2ccc3c(=O)n4c(nc3c2)CCCCC4)cc1 was read as FLuc modulator -11%.

Pulled by compound from above (four):
For CCN(CCCNC(=O)Cn1ncc2c([nH]c3ccccc32)c1=O)c1cccc(C)c1 the results were FLuc modulator -2%.
For CNC(=O)Cn1c(=O)c2cccn2c2ccc(F)cc21 the results were FLuc modulator 1%.
Screening CCNc1nc(NC(C)(C)C)nc(Oc2ccc(=O)n(C)n2)n1 returned FLuc modulator -3%.
`Cc1ccc(-n2nc(C(=O)N(C)c3ccc(C)c(C)c3)c3c4ccccc4n(C)c3c2=O)cc1` gave FLuc modulator -8%.

(continued)
`Cc1nnc(N2CCC(C(=O)NCCc3ccccc3)CC2)c2nn(-c3ccccc3)c(C)c12` gave FLuc modulator -7%.
For Cc1cccc(N(CC(=O)NCc2ccccc2)S(C)(=O)=O)c1C the results were FLuc modulator 2%.
O=C(NCCS(=O)(=O)N1CCN(c2ccc(F)cc2)CC1)c1cc(=O)c2ccccc2o1 was read as FLuc modulator -2%.
`CSc1ccc(CNC(=O)c2sc3ncnc(N(C)C4CCCCC4)c3c2C)cc1` gave FLuc modulator -2%.
`Cc1nn(C)c2c1c(C(F)(F)F)cc(=O)n2CC(=O)NCc1ccccc1Cl` gave FLuc modulator 5%.
Screening Cc1ccc2c(c1)c1c(c(=O)n(Cc3ccccc3)c(=O)n1CC(=O)NCc1ccccc1Cl)n2C returned FLuc modulator -2%.
Screening Cc1ccc(C)c(CN2CCC(CNC(=O)c3cc4ccc5cccnc5c4[nH]3)CC2)c1 returned FLuc modulator 0%.
`Cc1ccc(-n2ncc(C(=O)NCCc3ccsc3)c2C2CCN(C(=O)OC(C)(C)C)CC2)c(C)c1` gave FLuc modulator 1%.
COc1ccc(-c2noc(-c3ccc(N4CCN(c5ccccc5)CC4)c([N+](=O)[O-])c3)n2)cc1OC was read as FLuc modulator inconclusive.
Screening COc1ccc(N2CCN(C(=O)c3cc4c(=O)n(Cc5cccs5)ccc4nc3C)CC2)cc1 returned FLuc modulator -7%.
For Cc1ccc(NC(=O)c2cn3c4c(ccc(Cl)c4c2=O)OC(C)C3)cc1C (stereo not drawn) the results were FLuc modulator 1%.
For CCc1cccc(NC(=O)c2cnc(SC)nc2-c2ccccc2)c1 the results were FLuc modulator -13%.
Cc1nn(CC(=O)O)c(=O)c2cc3cc(F)ccc3n12 was read as FLuc modulator 2%.

Screening results (PubChem)
